# ST2 IL33 inh: inhibitors of human ST2 (IL1RL1) binding to IL-33, primary screen, biochemical, AlphaLISA; AlphaLISA ST2-Fc/biotin-IL-33 interaction, 1 h; inhibition, % for hits at 17 µM; actives 2.3% (n = 78,000); Interleukin-1 receptor-like 1 (Homo sapiens), Q01638; in the data active = inhibition above about 30%; inconclusive = mostly about 10% to 28%
# Target sequence (Q01638 whole entry, looked up): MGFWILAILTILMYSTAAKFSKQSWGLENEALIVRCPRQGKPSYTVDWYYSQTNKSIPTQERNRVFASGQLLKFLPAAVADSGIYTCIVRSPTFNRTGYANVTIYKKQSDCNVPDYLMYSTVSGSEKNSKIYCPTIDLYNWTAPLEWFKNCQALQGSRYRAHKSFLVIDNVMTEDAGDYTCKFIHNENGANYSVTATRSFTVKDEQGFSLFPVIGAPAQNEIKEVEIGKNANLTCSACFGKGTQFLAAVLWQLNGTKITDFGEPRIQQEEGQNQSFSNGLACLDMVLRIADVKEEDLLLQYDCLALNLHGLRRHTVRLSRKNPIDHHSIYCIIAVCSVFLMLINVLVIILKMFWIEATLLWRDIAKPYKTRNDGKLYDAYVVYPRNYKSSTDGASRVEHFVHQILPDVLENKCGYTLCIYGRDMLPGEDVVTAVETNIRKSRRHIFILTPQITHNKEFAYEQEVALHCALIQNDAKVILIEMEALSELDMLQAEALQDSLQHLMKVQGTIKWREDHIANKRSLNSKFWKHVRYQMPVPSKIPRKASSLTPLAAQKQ
# Starred values were filed as active, the others as inactive; i = inactive; ? = inconclusive. Not all compounds are listed; count on the stated rates, not on these rows.
SMILES,ST2 IL33 inh
CC1=C(C(=O)Nc2ccc(Br)cn2)C(c2ccccc2)C2=C(CC(C)(C)CC2=O)N1 (centres undefined),i
CC1CCC(NC(=O)C(NS(=O)(=O)c2cccc3nsnc23)C(C)C)CC1 (centres undefined),?
CN(C)c1ccc(/C=C2\N=C(c3ccccc3)OC2=O)cc1Br,41.0%*
CC(C)C(=O)Nc1c2c(nn1-c1ccc(Cl)cc1)CSC2,i
Cc1[nH]nc(SCC(=O)Nc2ccc(F)c(Cl)c2)c1[N+](=O)[O-],?
C[C@@H]1O[C@@H](O[C@H]2[C@H](O)[C@@H](C(=O)O)O[C@@H](O[C@H]3CC[C@@]4(C)C(CC[C@]5(C)C4CC=C4C6CC(C)(C)CC[C@]6(C(=O)O)CC[C@]45C)C3(C)C)[C@@H]2O[C@@H]2O[C@H](CO)[C@@H](O)[C@H](O)[C@H]2O)[C@H](O)[C@H](O)[C@H]1O (some centres undefined),i
COc1ccc2c(c1)C(=O)CC(O)(C(F)(F)F)O2 (centres undefined),?
CCCC1O[C@@H]2C[C@H]3[C@@H]4CCC5=CC(=O)C=C[C@]5(C)[C@H]4[C@@H](O)C[C@]3(C)[C@]2(C(=O)CO)O1 (some centres undefined),?
c1ccc(CN2CC[C@H](c3nnc(-c4ccco4)o3)C2)nc1,i
c1ccc2c(CN3CCOCC3)ccnc2c1,40.0%*
COc1ccc(Cn2c(CNC(=O)c3ccccc3OC)nc3cccnc32)cc1,?
CC1CCCN(S(=O)(=O)c2ccc(C(=O)Nc3nnc(C4CC4)o3)cc2)C1 (centres undefined),?
Cc1cccc(CN2C(=O)c3ccccc3Sc3ccc(C(=O)O)cc32)c1,i
Cc1nc(C)c(CN2CCC(C(=O)Nc3ccc(Oc4ccccc4F)cc3)CC2)nc1C,i
COc1ccc(CCNC(=O)N2CCCCC2CCN2CCCC2=O)cc1 (centres undefined),i
c1ccc(-c2nnc([C@H]3CCN(CC4CCCCC4)C3)o2)cc1,i
COc1ccc(NC2CC(=O)N(C)C2=O)cc1 (centres undefined),i
O=C(Nc1ccc(O)c(-c2nc3ccccc3o2)c1)c1cccc(Cl)c1Cl,i
CC(C)CS(=O)(=O)c1ncc(CN2CCSCC2)n1Cc1ccccc1,i
O=C1CCCC2=C1C(c1cccs1)n1nc(SCc3ccccc3Cl)nc1N2 (centres undefined),?

# As a short view, some entries already given.
SMILES,ST2 IL33 inh
CC1=C(C(=O)Nc2ccc(Br)cn2)C(c2ccccc2)C2=C(CC(C)(C)CC2=O)N1 (centres undefined),i
CC1CCC(NC(=O)C(NS(=O)(=O)c2cccc3nsnc23)C(C)C)CC1 (centres undefined),?

# The listing continues:
SMILES,ST2 IL33 inh
O=S(=O)(Nc1ccccc1Cl)c1ccccc1,i
CCN1CCN(C(c2cccs2)C(C)NS(=O)(=O)c2ccc(C)cc2)CC1 (centres undefined),i
CCn1cc(C(=O)NCCC(C)C)c(=O)c2cc(S(=O)(=O)N3CC(C)CC(C)C3)ccc21 (centres undefined),i
CCOCCCNC(=O)C1CCC(=O)N(CCc2ccc(Cl)cc2)C1 (centres undefined),i
COc1ccc(N2CCN(C(=O)CNS(=O)(=O)c3ccc(Br)s3)CC2)cc1,i
O=C(Nc1nnc(N=Cc2ccc(F)cc2)s1)c1ccc(F)cc1,i
O=[N+]([O-])c1cccc(-c2nn(-c3ccccc3)cc2CO)c1,i
O=C1CCCN2N=C(SCc3ccc(F)cc3)SC2=N1,i
Cc1c(C(=O)NCc2ccccn2)oc2ccc(S(=O)(=O)N3CCOCC3)cc12,i
O=C(c1cc(-c2ccccc2)nc2ccccc12)N1CCN(Cc2ccc3c(c2)OCO3)CC1,i
O=C(O)c1cccc(S(=O)(=O)N2CCc3ccccc3C2)c1,i
CCc1cccc(-n2c(CNC)n[nH]c2=O)c1,?
CN(Cc1ccccc1)c1nc2c(c(=O)n(C)c(=O)n2C)n1Cc1ccc(F)cc1,i
CN1CCC2(CCCN(C(=O)c3nnc4n3CCCCC4)CC2)CC1,i
O=C(CSc1nnc2sc3ccccc3n12)NC1CCCCC1,?
CC(=NCCc1ccccc1)C1=C(O)CCC1=O,?
CCOc1ccc(-n2c(SCC(=O)N3CCCCCC3)nc3c(c2=O)SCC3)cc1,i
O=S(=O)(N1CCCCCC1)N1CCCCC1c1ccccn1 (centres undefined),i
O=C(C1CC1)N1CCc2cc(S(=O)(=O)NCCN3CCN(c4ccccc4)CC3)ccc21,?
CCCCNC(=O)C(C)Sc1nc2nc(C)cc(C)n2n1 (centres undefined),i
CC(C)Cc1cc(C(=O)N2CCCC3(CN(C)C(=O)O3)C2)on1 (centres undefined),?
Cc1cc(C(=O)N(C)Cc2nc3ccccc3n2C)cc(S(N)(=O)=O)c1C,i
Cc1ccc(-n2[nH]c(=O)c(C=C3C=Nc4ccccc43)c2O)cc1Cl,i
CC1=C(C(=O)Nc2ccccc2)C(c2ccccc2Cl)n2ncnc2N1 (centres undefined),i
Cc1ccccc1Cn1c(NCCOCCO)nc2c1c(=O)n(C)c(=O)n2C,i
CCc1nc(C)c(C(=O)NCc2cccnc2N(C)C)o1,?
Cc1nnc(NC(=O)Nc2ccccc2)s1,i
O=C1CCc2cc(S(=O)(=O)N3CCN4CCNC(=O)C4C3)ccc2N1 (centres undefined),i
COc1ccc2c(c1OC)C(=O)N1N=C(c3ccc(F)cc3)CC21 (centres undefined),i
O=[N+]([O-])c1ccc(-c2cn3cc(Br)ccc3n2)cc1,31.0%*
CC(=O)Oc1ccc2c(=O)c(-c3ccccc3)c(C)oc2c1C,i
COc1ccccc1NC(=O)c1ccccc1[N+](=O)[O-],?
N#Cc1c(NC(=O)CCCC(=O)O)sc2c1CCCC2,i
CC(C)c1ccc(CN2CCCC3(CCN(C(=O)c4ccc5nc[nH]c5c4)C3)C2)cc1 (centres undefined),i
O=C1CSC(c2ccc(F)cc2)N1c1cccc(F)c1 (centres undefined),i
CCCCN=C1NS(=O)(=O)c2ccccc21,i
Cc1nccn1CCN(C)c1nc(C(C)(C)C)nc2c1cnn2C,i
COc1ccc(-n2ncc3c2CC(C)(C)CC3NC(=O)C2=CC(=O)CC(C)(C)O2)cc1 (centres undefined),?
COc1cccc(C(=O)ON=C2C=CC(=O)C=C2)c1,i
CC(=O)Nc1ccc(S(=O)(=O)Nc2ccc(S(=O)(=O)Nc3ncccn3)cc2)cc1,i
CCOC(=O)C1CCN(C(=O)CSc2cc(=O)n(C)c3cc(Cl)ccc23)CC1,i
CC(=O)Nc1ccc(S(=O)(=O)Nc2ccccc2Cl)cc1,i
CCCc1ccc(CN2CCC(N3CCCC3=O)CC2)o1,i
Cn1c(=O)c2c(SCC(=O)NC3CCCC3)nc(-c3cccs3)nc2n(C)c1=O,i
Cc1ccc(C(=O)N2CCC(CCCc3ccccc3)(C(=O)O)CC2)c(=O)[nH]1,i
CN(Cc1csc(-c2cccs2)n1)c1ccc(-c2nccn2C)nn1,i
O=C(Cn1nc([N+](=O)[O-])nc1Br)Nc1cccc([N+](=O)[O-])c1,?
O=C1c2ccccc2-c2nc3ncnn3c(-c3ccc(F)cc3)c21,?
COc1cc(NC(=O)Cn2c(=O)sc3ccccc32)cc(OC)c1OC,i
NNC(=O)CNS(=O)(=O)c1ccccc1,i
CCOC(=O)c1c(N)n[nH]c1-c1ccccc1,?
COc1ccc(/C=C/CN2CCCn3cncc3C2)cc1,?
CCN(CC)CCNC(=O)CN1C(=O)/C(=C\c2cccc(Cl)c2)Sc2ccccc21,?
Cc1nn(-c2ccccc2)c(Cl)c1C(=O)NCCO,i
O=C1Nc2ccc(-c3ccccc3F)cc2C(=O)N2CCN(C(=O)C3CCNCC3)C[C@H]12,i
CCOc1ccc(C=C2C(=O)OC(c3ccccc3)OC2=O)cc1 (centres undefined),i
O=C(NCc1ccco1)c1cc2n(n1)C(C(F)(F)F)CC(c1ccc(Cl)c(Cl)c1)N2 (centres undefined),i
Cc1noc(C)c1CN(C)Cc1cc2n(n1)CCNC2,i
C=CCNC(=O)C(CC)c1ccccc1 (centres undefined),i
C1=C(CCNc2nc(N3CCOCC3)nc(N3CCOCC3)n2)CCCC1,i

# (more compounds)
SMILES,ST2 IL33 inh
CC1CCCC(NC(=O)C2CCCN(S(C)(=O)=O)C2)C1C (centres undefined),i
CN(CCNC(=O)c1cn(C)c(=O)c2c1c1ccccc1n2C)Cc1ccccc1,i
Cc1cccc(OCCCC(=O)Nc2ccccc2[N+](=O)[O-])c1,?
OCc1cc2ccccc2nc1-c1cc(O)cc(CCC2CCCCN2)c1 (centres undefined),i
CC(c1cccc(-c2ccccc2C(N)=O)c1)N1CCCC1 (centres undefined),i
CN(C)CCN(C)Cc1ccc(N(C)C)cc1,?
c1nc(Nc2ccc3c(c2)OCCO3)c2[nH]cnc2n1,?
Cn1cncc1-c1nnc([C@H]2CCN(Cc3ccco3)C2)o1,i
c1ccc(CCCC2CN(C3CCSCC3)CCO2)cc1 (centres undefined),i
O=S(=O)(NC(c1ccccc1)c1ccccc1)c1cccc2cccnc12,i
O=C(CCC1CCCCC1)NCc1ccncc1,i
Cn1cc(CC(=O)NCc2ccccn2)c2ccccc21,i
Cc1cccc(NC(=O)c2ccccc2N(Cc2ccccc2)S(=O)(=O)c2ccccc2)c1,?
O=C1NCC(=O)N2CCN(C(=O)c3cc(-c4ccccc4)no3)CC12 (centres undefined),i
O=C(O)c1ccc(N=Cc2nc(-c3ccc(Cl)cc3)oc2O)cc1,?
O=C(NC1CC1)c1ccc2c(=O)n(CCc3ccccc3)c(=O)[nH]c2c1,i
Cc1ccccc1OCC(O)Cn1c(N2CCCCC2)nc2c1c(=O)[nH]c(=O)n2C (centres undefined),i
O=C(Nc1cccnc1)c1ccc(-c2cccc([N+](=O)[O-])c2)o1,i
O=C(O)c1ccccc1SC1CC(=O)N(Cc2ccccc2)C1=O (centres undefined),i
CCOC(=O)c1c(N)n(-c2ccc(C)cc2C)c2nc3ccccc3nc12,i

# A section from the list above, as a working copy:
SMILES,ST2 IL33 inh
OCc1cc2ccccc2nc1-c1cc(O)cc(CCC2CCCCN2)c1 (centres undefined),i
CC(c1cccc(-c2ccccc2C(N)=O)c1)N1CCCC1 (centres undefined),i
CN(C)CCN(C)Cc1ccc(N(C)C)cc1,?
c1nc(Nc2ccc3c(c2)OCCO3)c2[nH]cnc2n1,?
Cn1cncc1-c1nnc([C@H]2CCN(Cc3ccco3)C2)o1,i
c1ccc(CCCC2CN(C3CCSCC3)CCO2)cc1 (centres undefined),i
O=S(=O)(NC(c1ccccc1)c1ccccc1)c1cccc2cccnc12,i
O=C(CCC1CCCCC1)NCc1ccncc1,i
Cn1cc(CC(=O)NCc2ccccn2)c2ccccc21,i
Cc1cccc(NC(=O)c2ccccc2N(Cc2ccccc2)S(=O)(=O)c2ccccc2)c1,?
O=C1NCC(=O)N2CCN(C(=O)c3cc(-c4ccccc4)no3)CC12 (centres undefined),i
O=C(O)c1ccc(N=Cc2nc(-c3ccc(Cl)cc3)oc2O)cc1,?
O=C(NC1CC1)c1ccc2c(=O)n(CCc3ccccc3)c(=O)[nH]c2c1,i
Cc1ccccc1OCC(O)Cn1c(N2CCCCC2)nc2c1c(=O)[nH]c(=O)n2C (centres undefined),i
O=C(Nc1cccnc1)c1ccc(-c2cccc([N+](=O)[O-])c2)o1,i
O=C(O)c1ccccc1SC1CC(=O)N(Cc2ccccc2)C1=O (centres undefined),i
CCOC(=O)c1c(N)n(-c2ccc(C)cc2C)c2nc3ccccc3nc12,i

# (continued)
SMILES,ST2 IL33 inh
CCOc1ccc(N(C(C)C(=O)Nc2ccc(Cl)cc2)S(C)(=O)=O)cc1 (centres undefined),i
CC1(C)CC(=O)C2=C(C1)OC(N)=C(C#N)C2c1ccccc1 (centres undefined),?
COC(=O)[C@@H](NC(=O)CCC1(Cc2ccc(OC)cc2F)CCC(=O)N1)C(C)C (some centres undefined),i
O=S(=O)(Nc1ccccc1F)c1ccc(Br)s1,i
CCOC(=O)c1ccc(-c2coc3cc(OC(C)=O)c(CC)cc3c2=O)o1,i
C[C@H]1[C@@H]2[C@@H](O)C([C@H](C)C(=O)NCc3ccccn3)CC[C@@]2(C)CC[C@@H]1NC(=O)C1CC1 (some centres undefined),i
CCOC(=O)c1ccc(NC(=O)CSc2ncnc3nc(N(C)C)sc23)cc1,i
O=C1NCCN(C(=O)c2ccc(Cl)cc2)C1Cc1ccccc1 (centres undefined),i
CC(C)c1ccc(CNc2ccc3c(c2)ncn3C)cc1,?
O=C1CSC(c2ccc(Cl)cc2)N1c1ccc(F)c(Cl)c1 (centres undefined),i
Cc1ccc(-c2c(C)n([O-])c3c([n+]2=O)CCCC3)o1,?
CC(=O)N[C@H]1C[C@@H](c2c(C)cccc2C)O[C@@H](c2cc(F)cc(F)c2)C1,i
Cc1c(Cl)cccc1NS(=O)(=O)c1ccc(Cl)cc1,?
CCSCCOC(=O)C1=C(C)NC(=O)NC1c1cccc2ccccc12 (centres undefined),i
N=c1oc2ccc(Br)cc2cc1C(=O)Nc1ccccc1Cl,i
COc1ccccc1C(=O)NCCn1cc(SCC(=O)Nc2ccccc2F)c2ccccc21,i
c1ccc(CN2CCCC(CNc3nc4nonc4nc3N3CCOCC3)C2)cc1 (centres undefined),i
Cc1ncsc1CCN(C)C(=O)/C=C/c1cnn(C)c1,?
CN(Cc1ccsc1)Cc1cc2n(n1)CCNC2,?
O=C(Nc1nnc(-c2cccnc2)s1)c1ccccc1F,?
NC(=O)CNC(=O)C1=C[C@@H](NC(=O)c2ccc(F)c(Cl)c2)[C@@H](O)[C@H](O)C1,i
CC(C)NC[C@H]1O[C@@H](CO)[C@@H](O)[C@H]1N1CCN(c2cccc(C(F)(F)F)c2)CC1,i
Cc1ccc(C(=O)Nc2cc(C)cc(C)c2)cc1,i
Cc1ccn2c(=O)cc(CN3CCCC(N4CCCC4=O)C3)nc2c1 (centres undefined),i
CN(C)CCNC(=O)Cc1cn(C)c2ccccc12,i
CCOc1c(N2CCN(c3cc(Cl)ccc3C)CC2)c(=O)c1=O,i
COc1cccc(-c2cc(C(=O)Nc3sc4c(c3C#N)CCCC4)no2)c1,?
O=c1[nH]cnc2c1CCN(S(=O)(=O)Cc1cc(Cl)cc(Cl)c1)C2,?
